SENP8 inh: inhibitors of human SENP8 protease. inhibition, % at 10 µM. 1.2% of 330,000 active. AID 2540. purified SENP8, Z-RLRGG-aminoluciferin cleavage, luminescence. Q96LD8
CCR6 antag: CCR6 (human) receptor antagonism; P51684; CHO-K1 CCR6 PathHunter beta-arrestin, luminescence, CCL20-stimulated; inhibition, % at 20 µM; 0.49% of 340,000 active;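 active = compounds whose inhibition of the agonist-driven luminescence signal at 20 µM reaches about 50%, limit read from the data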;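 also: cells stimulated with CCL20 at 14 nM final; plate controls were DMSO with CCL20 for no effect and DMSO without agonist for full effect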
Gli-Sufu antag: Gli-Sufu pathway antagonism | AID 588413 | Sufu-KO-LIGHT fibroblasts, Gli luciferase reporter luminescence | 0.74% of 340,000 active | inhibition, % at 5 µM;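 active = inhibition above about 55%, limit read from the data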;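 also: 0% = DMSO-treated cells and 100% = wells with medium but no cells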
EBI2 antag: EBI2 (human) antagonism | P32249 | EBI2 beta-arrestin recruitment, luminescence, 7a,25-OHC stimulated | inhibition, % at 5 µM | 0.81% of 360,000 active | AID 651636; in the data active = inhibition above about 38%;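 also: enzyme fragment complementation signal reports receptor beta-arrestin coupling in cells; 0% = agonist plus DMSO wells and 100% = wells without agonist; some results beyond the cut were filed as inactive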
697 NFkB inh: lowers PMA/ionomycin-induced NF-kB signal in 697 B cells. 697 B-cell NF-kB luciferase reporter, 16 h. 0.33% of 330,000 active. AID 435022. inhibition, % at 4 µM; in the data active = inhibition above about 35%
UBC13 polyUb: human UBC13 polyubiquitination inhibition | P61088 | UBC13 polyubiquitin chain formation, TR-FRET | inhibition, % at 20 µM | 0.47% of 330,000 active | AID 485273; in the data active = inhibition above about 45%, passing the limit was not always enough
Apaf-1 inh: inhibitors of human Apaf-1 apoptosome; inhibition, % at 20 µM; O14727; 0.71% of 330,000 active; reconstituted apoptosome caspase-3 activity, DEVD-Rh110 fluorescence; AID 489030; active = inhibition of at least 40% at 20 µM;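 also: plate controls were DMSO wells for no effect and DEVD-CHO caspase inhibitor wells for full effect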
Target sequence (O14727 whole entry, looked up): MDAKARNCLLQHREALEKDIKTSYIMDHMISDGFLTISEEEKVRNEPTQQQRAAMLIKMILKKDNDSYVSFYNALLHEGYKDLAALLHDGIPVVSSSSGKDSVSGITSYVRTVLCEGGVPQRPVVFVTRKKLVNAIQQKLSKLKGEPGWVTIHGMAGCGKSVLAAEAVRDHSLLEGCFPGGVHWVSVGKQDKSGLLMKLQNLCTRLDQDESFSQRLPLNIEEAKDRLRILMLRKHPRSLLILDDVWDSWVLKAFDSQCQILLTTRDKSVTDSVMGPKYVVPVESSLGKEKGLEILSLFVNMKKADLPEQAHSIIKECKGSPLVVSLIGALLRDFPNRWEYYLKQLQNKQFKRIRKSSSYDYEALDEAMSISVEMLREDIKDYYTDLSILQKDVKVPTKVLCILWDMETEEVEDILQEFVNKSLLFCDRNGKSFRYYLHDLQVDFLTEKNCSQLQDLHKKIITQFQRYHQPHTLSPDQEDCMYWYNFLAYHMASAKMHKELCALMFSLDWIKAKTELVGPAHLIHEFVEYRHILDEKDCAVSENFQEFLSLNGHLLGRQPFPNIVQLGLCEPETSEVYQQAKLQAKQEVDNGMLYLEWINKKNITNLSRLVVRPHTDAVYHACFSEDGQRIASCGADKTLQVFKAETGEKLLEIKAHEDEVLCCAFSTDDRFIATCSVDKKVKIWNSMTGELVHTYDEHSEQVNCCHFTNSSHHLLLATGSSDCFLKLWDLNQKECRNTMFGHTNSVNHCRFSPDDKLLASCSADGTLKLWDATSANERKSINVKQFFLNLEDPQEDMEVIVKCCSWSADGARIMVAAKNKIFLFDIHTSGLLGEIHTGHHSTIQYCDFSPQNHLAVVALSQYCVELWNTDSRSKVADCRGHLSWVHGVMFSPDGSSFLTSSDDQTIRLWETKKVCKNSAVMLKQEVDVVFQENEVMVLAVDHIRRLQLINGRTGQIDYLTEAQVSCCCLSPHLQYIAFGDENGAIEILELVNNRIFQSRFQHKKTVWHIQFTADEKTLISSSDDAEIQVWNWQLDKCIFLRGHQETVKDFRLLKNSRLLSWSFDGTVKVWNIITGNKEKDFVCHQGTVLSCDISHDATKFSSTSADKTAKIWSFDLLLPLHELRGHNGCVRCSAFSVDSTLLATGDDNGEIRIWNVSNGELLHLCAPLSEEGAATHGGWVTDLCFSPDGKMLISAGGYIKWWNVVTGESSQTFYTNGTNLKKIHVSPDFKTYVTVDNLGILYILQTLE
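Material: reconstituted apoptosome with Apaf-1, cytochrome c, caspase-9, procaspase-3, dATP. Technique: Rh110 fluorescence intensity. Buffer or medium: pH 7.5 Hepes buffer with CHAPS, BSA, DTT. Times: 30 min plus 50 min, RT.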
Jurkat NFkB inh: lowers PMA/ionomycin-induced NF-kB signal in Jurkat cells | inhibition, % at 4 µM | PMA/ionomycin-induced NF-kB luciferase reporter, luminescence | 0.53% of 330,000 active
Starred values were filed as active, the others as inactive; · = no result given. Rule as the data show it, unless noted: active = inhibition above about 50%; inactive = the rest. This is a subset. The share of hits here may be higher or lower than overall.

| SMILES | SENP8 inh | CCR6 antag | Gli-Sufu antag | EBI2 antag | 697 NFkB inh | UBC13 polyUb | Apaf-1 inh | Jurkat NFkB inh |
| --- | --- | --- | --- | --- | --- | --- | --- | --- |
| O=C(Nc1cccc(S(=O)(=O)N2CCCCC2)c1)c1ccc(S(=O)(=O)C(F)F)cc1 | -2 | 19 | 6 | 4 | -4 | 2 | 3 | 17 |
| COc1cc(C(C)=O)ccc1OCC(O)CN1CCN(c2ccc(C)c(C)c2)CC1 (centres undefined) | -4 | 9 | -12 | 6 | 2 | 5 | -1 | -6 |
| COC(=O)COc1ccc(NC(=O)c2ccco2)cc1 | 1 | 1 | -1 | -1 | 5 | 8 | -24 | 8 |
| Cc1ccc(S(=O)(=O)N2CCOC2CNC(=O)C(=O)NCc2ccco2)cc1 (centres undefined) | -1 | -1 | 0 | -5 | 3 | 3 | 0 | -5 |
| Cc1cccc(C(=O)NNC(=O)c2cccc(C)c2)c1 | 3 | 9 | -10 | -10 | 15 | 7 | -2 | 6 |
| CCCCC(=O)NC(=S)Nc1cccc(C(=O)O)c1 | -1 | -5 | -15 | -9 | -12 | 0 | 0 | 9 |
| COc1ccc(OCC(=O)NNC(=O)C2CCCO2)cc1 (centres undefined) | 0 | 4 | 2 | 1 | -2 | 4 | -14 | 11 |
| O=C(NCCN1CCOCC1)c1ccc(/C=C2\Sc3ccccc3N(Cc3ccccc3F)C2=O)cc1 | -8 | 13 | 10 | 8 | 1 | 12 | 8 | -11 |
| C[C@H](NC(=O)c1nc[nH]c1C(=O)N[C@@H](C)C(=O)OC(C)(C)C)C(=O)OC(C)(C)C | -3 | -5 | 8 | -19 | -5 | 1 | 6 | 8 |
| Cc1ccc(C(=O)N2C(CC(=O)Nc3ccc(Cl)cc3)C(=O)NC3CCCCC32)cc1 (centres undefined) | -3 | 10 | 5 | 2 | 15 | -10 | -4 | 25 |
| O=C(Nc1cc2c(oc1=O)CCCC2=O)c1cccc(Cl)c1 | -16 | -3 | -9 | -3 | -27 | -10 | 7 | -16 |
| O=C(N/N=C/c1cccn1-c1ccccc1)c1ccncc1 | 4 | -7 | -6 | 3 | 9 | 3 | 6 | 17 |

Later entries
| SMILES | SENP8 inh | CCR6 antag | Gli-Sufu antag | EBI2 antag | 697 NFkB inh | UBC13 polyUb | Apaf-1 inh | Jurkat NFkB inh |
| --- | --- | --- | --- | --- | --- | --- | --- | --- |
| Cc1cccc(-n2ccnc2SCC(=O)Nc2cccc(S(=O)(=O)NC3=NCCC3)c2)c1C | -3 | -2 | 6 | 0 | -40 | -6 | 3 | 0 |
| COc1cccc(NC(=O)C(Sc2nnc(Nc3ccccc3C)s2)c2ccccc2)c1 (centres undefined) | 2 | 21 | 5 | 46* | 13 | 8 | -276 | 0 |
| COCCCNC(NC(=O)c1ccc(Br)cc1)C(Cl)(Cl)Cl (centres undefined) | 5 | -22 | 15 | -15 | 6 | 0 | -1 | -5 |
| CCOc1ccc(NC(=O)CSc2nnc(C)n2C2CC2)cc1S(=O)(=O)N1CCCC1 | -6 | 1 | -3 | -3 | 13 | 1 | -9 | 18 |
| Cc1cc(S(=O)(=O)N2CCCCC2)ccc1OCC(=O)N1CCOCC1 | -10 | 3 | -11 | -8 | -2 | 2 | 15 | 3 |
| COc1cc(OC)cc(C(=O)NCCN2CCOCC2)c1 | -8 | 14 | -1 | -11 | 19 | -6 | -5 | -6 |
| CC(CCc1ccccc1)NC(=O)CCc1cn(C)c2ccccc12 (centres undefined) | -9 | 6 | -5 | 11 | 2 | 1 | 13 | -15 |
| COc1ccc2c(c1)C(SCC(=O)NCCc1ccccc1)CC(C)(C)O2 (centres undefined) | -13 | 3 | -7 | 2 | 6 | 5 | 7 | 9 |
| Cc1cc(C(F)(F)F)nc(SCCN2CCOCC2)c1C#N | -1 | 8 | 1 | 3 | 13 | 2 | -2 | 2 |
| Cc1ccc(NC(=O)CN2C(=O)CSC2=O)cc1 | -2 | -9 | -2 | -1 | 7 | -1 | -5 | 9 |
| O=C(NCc1ccccc1Cl)C1CCCN(S(=O)(=O)c2cnc[nH]2)C1 (centres undefined) | -1 | -6 | 0 | -7 | 8 | -7 | -9 | -3 |
| CN(Cc1ccccc1)C(=O)CSc1nc2cc(C(=O)N3CCC(C(N)=O)CC3)ccc2c(=O)n1-c1ccccc1 | -6 | -6 | 5 | · | 12 | 21 | -19 | 3 |

3 entries drawn at random from those above:
| SMILES | SENP8 inh | CCR6 antag | Gli-Sufu antag | EBI2 antag | 697 NFkB inh | UBC13 polyUb | Apaf-1 inh | Jurkat NFkB inh |
| --- | --- | --- | --- | --- | --- | --- | --- | --- |
| COc1cc(OC)cc(C(=O)NCCN2CCOCC2)c1 | -8 | 14 | -1 | -11 | 19 | -6 | -5 | -6 |
| O=C(N/N=C/c1cccn1-c1ccccc1)c1ccncc1 | 4 | -7 | -6 | 3 | 9 | 3 | 6 | 17 |
| O=C(NCc1ccccc1Cl)C1CCCN(S(=O)(=O)c2cnc[nH]2)C1 (centres undefined) | -1 | -6 | 0 | -7 | 8 | -7 | -9 | -3 |

Carrying on:
| SMILES | SENP8 inh | CCR6 antag | Gli-Sufu antag | EBI2 antag | 697 NFkB inh | UBC13 polyUb | Apaf-1 inh | Jurkat NFkB inh |
| --- | --- | --- | --- | --- | --- | --- | --- | --- |
| O=C(Nc1c(C(=O)N2CCCCC2)cnn1-c1ccccc1)c1ccccc1 | 0 | 8 | 8 | -4 | -8 | 9 | 4 | 6 |
| Cn1c(=O)c(C(=O)NCCCc2ccccc2)c(O)c2ccccc21 | -6 | 1 | -2 | -4 | 12 | 17 | 5 | -3 |
| CSc1ccccc1OCc1cc(C(=O)NCCN2CCCc3ccccc32)no1 | -1 | 12 | -4 | 7 | -24 | -9 | 11 | -7 |
| CC(NC(=O)c1c(Cl)cnn1C)C1CCCO1 (centres undefined) | 5 | 8 | -4 | -2 | 16 | 10 | -22 | 2 |
| CNC(=O)c1ccc(NC(=O)C2CCN(c3ncnc4sc(C)c(C)c34)CC2)cc1 | 6 | 14 | -1 | 5 | -16 | 5 | 11 | 11 |
| Cc1cc(C(=O)O)cc(S(=O)(=O)N2CCOCC2)c1C | -4 | 4 | 0 | -3 | -5 | 4 | -3 | -6 |
| CCN(CC)C(=O)C1CCCN(c2ncnc3c2cnn3-c2ccc(Cl)cc2)C1 (centres undefined) | -4 | 16 | 36 | 18 | 4 | 20 | 28 | 14 |
| COc1ccc(S(=O)(=O)c2c(O)c3ccc(C(=O)Nc4ccccc4F)cc3[nH]c2=O)cc1 | -11 | 13 | -24 | -1 | -21 | -12 | 9 | -5 |
| CCC(C(=O)O)n1nc(-c2ccccc2)c2cc(Cl)ccc21 (centres undefined) | -4 | 10 | -6 | 2 | 6 | -4 | 4 | -1 |
| COCCNc1nc2ccccc2nc1NS(=O)(=O)c1ccc(C)cc1C | -5 | -10 | 2 | -14 | 7 | -2 | 8 | -6 |
| COc1ccc(NC(=O)c2cc(=O)c3ccccc3o2)cc1Cl | 4 | -1 | -8 | 4 | 6 | -15 | 2 | -18 |
| CNC(=O)c1[nH]cnc1C(=O)Nc1ccccc1 | -1 | 7 | 5 | -19 | -1 | 15 | -3 | -3 |

The list continues:
Field names – A = SENP8 inh; B = CCR6 antag; C = Gli-Sufu antag; D = EBI2 antag; E = 697 NFkB inh; F = UBC13 polyUb; G = Apaf-1 inh; H = Jurkat NFkB inh
> NC(=O)C1CCN(c2cc(N3CCOCC3)ccc2[N+](=O)[O-])CC1
  A = -7	B = 0	C = -13	D = 2	E = -2	F = -27	G = 0	H = -5
> CCOC(=O)c1cc(NC(=O)COc2ccc([N+](=O)[O-])cc2)cc(C(=O)OCC)c1
  A = 5	B = 7	C = 63*	D = 1	E = 21	F = 4	G = -2	H = 10
> CCCc1cc(=O)[nH]c(SCc2cc(C(=O)OC)c(C)o2)n1
  A = -16	B = 7	C = 9	D = -1	E = -3	F = -5	G = 12	H = 3
> C#CC(CO)N(CCN(Cc1ccccc1)C(C#C)CO)Cc1ccccc1 (centres undefined)
  A = -1	B = 18	C = -17	D = 2	E = -6	F = 4	G = 21	H = -7
> CC(=O)OCP(C)(=O)COC(C)=O
  A = -4	B = 0	C = 0	D = -10	E = 7	F = 2	G = -2	H = 8
> COC(=O)C(Cc1c[nH]c2ccccc12)NC(=O)C(C)C (centres undefined)
  A = 3	B = 18	C = -1	D = -10	E = -12	F = -9	G = 1	H = -5
> CCOC(=O)COc1cc(-n2c(=S)[nH]c3cc(OC)c(OC)cc3c2=O)c(Cl)cc1Cl
  A = -5	B = 15	C = -5	D = 10	E = 1	F = 28	G = -5	H = -6
> Cc1ccc(N2CC(C(=O)OCC(=O)Nc3cccc(Cl)c3C)CC2=O)cc1 (centres undefined)
  A = -9	B = 4	C = -1	D = 12	E = 1	F = 0	G = 8	H = 2
> COc1ccccc1N1CCN(C(=O)CSc2nc3ccccc3nc2N2CCC(C)CC2)CC1
  A = -7	B = 10	C = 26	D = 25	E = -37	F = 15	G = 29	H = -8
> CC(C)(CO)NC12CC3CC(CC(C3)C1)C2
  A = -5	B = -2	C = ·	D = -5	E = 5	F = -4	G = -6	H = -11
> CC1CCN(S(=O)(=O)c2ccc(C(=O)NCc3cccnc3)cc2)CC1
  A = 2	B = 11	C = 1	D = -1	E = 2	F = 13	G = -12	H = 9
> Nc1ccccc1C(=O)N(Cc1ccccc1)Cc1ccccc1
  A = -3	B = 13	C = 10	D = 7	E = 13	F = 1	G = 11	H = 11
> CC(=O)n1cc([C@@H]2C=C(C(=O)Nc3ccccc3)O[C@H](OCc3ccc(CO)cc3)C2)c2ccccc21
  A = -9	B = 23	C = 20	D = 25	E = -11	F = -7	G = 30	H = -3
> O=c1c2ccccc2nnn1Cc1ccccn1
  A = -9	B = -11	C = 7	D = -10	E = -6	F = -5	G = -16	H = 5
> CN(c1ccc(C(=O)O)cc1)S(=O)(=O)c1ccc(Cl)cc1
  A = -5	B = -23	C = -1	D = -2	E = 6	F = -9	G = -3	H = 5

2 of the compounds above, with two lines to a compound.
Values run as follows: SENP8 inh, CCR6 antag, Gli-Sufu antag, EBI2 antag, 697 NFkB inh, UBC13 polyUb, Apaf-1 inh, Jurkat NFkB inh
- COc1ccc2c(c1)C(SCC(=O)NCCc1ccccc1)CC(C)(C)O2 (centres undefined)
    -13, 3, -7, 2, 6, 5, 7, 9
- Cc1cc(C(F)(F)F)nc(SCCN2CCOCC2)c1C#N
    -1, 8, 1, 3, 13, 2, -2, 2

The listing continues.
Field names – A = SENP8 inh; B = CCR6 antag; C = Gli-Sufu antag; D = EBI2 antag; E = 697 NFkB inh; F = UBC13 polyUb; G = Apaf-1 inh; H = Jurkat NFkB inh
> Cc1n(CC(=O)c2ccc(F)cc2)c2ccccc2[n+]1C
  A = -3	B = 6	C = -8	D = 0	E = -17	F = -7	G = -5	H = 2
> Cc1cc(C)c2c(CC(=O)Nc3ccc(Cl)cn3)coc2c1
  A = 5	B = 21	C = 3	D = -3	E = 7	F = 3	G = 7	H = -1
> Nn1c(COc2ccccc2)nnc1SC(F)F
  A = -6	B = -11	C = 4	D = 1	E = 11	F = 1	G = 0	H = 4
> COc1ccccc1N(Cc1cc(=O)[nH]c2ccccc12)C(C)=O
  A = -1	B = 3	C = 3	D = 1	E = 21	F = -1	G = -6	H = -1
> CC(Sc1nnc(N)s1)c1ccccc1Cl (centres undefined)
  A = 8	B = 3	C = 1	D = -8	E = -4	F = 1	G = -7	H = 11
> c1ccc(CNc2c3c(nc4ncnn24)CCCC3)nc1
  A = 2	B = -5	C = -11	D = -4	E = -9	F = 0	G = -3	H = 4

Only EBI2 antag and Jurkat NFkB inh, for some of the entries so far:
smiles | EBI2 antag | Jurkat NFkB inh
Cc1n(CC(=O)c2ccc(F)cc2)c2ccccc2[n+]1C | 0 | 2
COc1ccccc1N(Cc1cc(=O)[nH]c2ccccc12)C(C)=O | 1 | -1
Cc1cc(C)c2c(CC(=O)Nc3ccc(Cl)cn3)coc2c1 | -3 | -1
c1ccc(CNc2c3c(nc4ncnn24)CCCC3)nc1 | -4 | 4
Nn1c(COc2ccccc2)nnc1SC(F)F | 1 | 4

Screens: PubChem BioAssay, Sanford-Burnham Center for Chemical Genomics
